Screens deposited in PubChem by several laboratories.
GalR3 antagonist – blocks the human galanin receptor 3. AID 651719. O60755. HEK293 GalR3-CNG cAMP membrane potential fluorescence; galR3 body fused to GalR1 C-terminus. 360,000 tested, 0.44% active. inhibition, % at 3 µM;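 active = inhibition above the screen-wide average plus 3 SD, cut at about 13% in these data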;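 also: forskolin and galanin both at EC90 stimulate the cells; cAMP rise reported by CNG channel membrane potential dye signal; 0% = forskolin plus galanin with DMSO and 100% = forskolin alone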
Target sequence (O60755 1-299 limits assumed): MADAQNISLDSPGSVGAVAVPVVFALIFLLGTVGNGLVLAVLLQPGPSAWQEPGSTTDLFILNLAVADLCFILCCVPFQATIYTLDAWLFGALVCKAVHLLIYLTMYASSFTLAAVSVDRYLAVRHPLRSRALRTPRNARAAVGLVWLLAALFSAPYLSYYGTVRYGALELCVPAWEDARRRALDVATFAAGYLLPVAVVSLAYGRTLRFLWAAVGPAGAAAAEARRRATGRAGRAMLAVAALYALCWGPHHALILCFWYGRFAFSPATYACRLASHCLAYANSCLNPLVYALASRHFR
UBC9 SUMO inh – inhibitors of human SUMOylation (UBC9). P63279. HTRF SUMOylation assay, SAE1/SAE2 + UBC9, in vitro. inhibition, % at 35 µM. 290,000 tested, 0.36% active. AID 2006; in the data active = inhibition above about 50%, passing the limit was not always enough; also: strong numbers were not always called active
Target sequence (P63279 whole entry, looked up): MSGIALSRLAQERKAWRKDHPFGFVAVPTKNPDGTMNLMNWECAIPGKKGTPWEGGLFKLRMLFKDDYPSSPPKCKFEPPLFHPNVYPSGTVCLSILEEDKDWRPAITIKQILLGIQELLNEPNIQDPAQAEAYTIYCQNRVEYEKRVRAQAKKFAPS
IDE act – IDE (human) activation, cell-based. HEK cells, FAbeta-B cleavage, fluorescence polarization; 0% vehicle, 100% cell-free pure enzyme wells. AID 493087. P14735. 340,000 tested, 0.073% active. activation, % at 5.96 µM;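 active = activation above the mean of all tested compounds plus 3 SD, set per screening campaign, cut at about 17% in these data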
NS3 helicase inh – HCV NS3 helicase inhibition. NS3 helicase DNA unwinding, Cy5 molecular beacon fluorescence. inhibition, % at 10.9 µM. 290,000 tested, 0.56% active. AID 1800;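 active = inhibition above the mean of all tested compounds plus 3 SD, set per campaign, cut at about 35% in these data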;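 also: 0% = DMSO wells and 100% = thioflavine S control wells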
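assay system = NS3 helicase fragment of HCV | buffer or medium = MOPS pH 6.5, MgCl2, DTT, Tween20, BSA | timing = 60 min unwinding reaction at 25 °C after ATP addition | signal = Cy5 beacon fluorescence read at start and 1 h | read-out basis = % inhibition of unwinding | control set = low DMSO, high thioflavine S at 110 µM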
pCIP destab – compounds decreasing mouse p/CIP protein stability | F442A p/CIP-EGFP cells, EGFP fluorescence, 16 h | decrease of EGFP signal, % at 10 µM | 290,000 tested, 0.01% active;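 active = EGFP signal decrease of at least 30% at 10 µM or well 3 SD below plate mean, unless failing retest; inactive = the rest, including hits failing retest or dose response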; also: some compounds called inactive have numbers as strong as hits; many of its hits are not listed in these tables
CRFBP-R2 block – antagonists of CRF-binding protein/CRF-R2 receptor complex | HEK293 CRF-R2/CRF-BP, CRF-induced calcium fluorescence | inhibition, % at 11.8 µM | 350,000 tested, 0.59% active | AID 588475;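 active = inhibition of the ligand-induced calcium signal above about 50% at the single tested concentration, limit read from the data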
IMP-1 inh – inhibitors of Pseudomonas aeruginosa IMP-1 metallo-beta-lactamase; AID 1556; purified IMP-1, nitrocefin hydrolysis, epi-absorbance fluorescence; inhibition, % at 5.6 µM; 290,000 tested, 0.45% active;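 active = inhibition above the mean plus 3 SD of all compounds in the same screening run, cut at about 4.5% in these data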;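 also: 0% = IMP-1 with DMSO and 100% = DMSO wells lacking enzyme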
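System – purified recombinant IMP-1 beta-lactamase · Input – IMP-1 dispensed at 0.2 nM · Timing – 15 min preincubation plus 25 min reaction at 25 °C · Signal – Epi-absorbance fluorescence, 480 nm excitation, 530 nm emission · Measure – percent IMP-1 inhibition derived from blank-referenced optical density · Controls – Enzyme-plus-DMSO low control, enzyme-free DMSO high control · Replication – singlicate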
VIM-2 inh – blocks Pseudomonas aeruginosa VIM-2 metallo-beta-lactamase. purified VIM-2, nitrocefin hydrolysis, epi-absorbance fluorescence. inhibition, % at 5.6 µM. 290,000 tested, 0.89% active. AID 1527;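 active = inhibition above the mean of all tested compounds plus 3 SD, cutoff set per screening run, cut at about 7.5% in these data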;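 also: red hydrolysis product quenches plate fluorescence so inhibitors raise well fluorescence; 0% = enzyme with DMSO and 100% = DMSO without enzyme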
IDE inh – inhibits human insulin-degrading enzyme in HEK cells. 320,000 tested, 0.41% active. P14735. inhibition, % at 5.59 µM. FAbetaB cleavage, fluorescence polarization;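 active = percent inhibition above the average of all tested compounds plus 3 SD, set per screening campaign, cut at about 16% in these data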;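 also: IDE supplied by intact live HEK cells; FP after avidin binding of uncleaved biotin substrate so inhibition keeps polarization high; 0% = DMSO wells and 100% = 60 µM reference IDE inhibitor Ii1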
Active calls of the source: *; x = not tested or not shown.

SMILES	GalR3 antagonist	UBC9 SUMO inh	IDE act	NS3 helicase inh	pCIP destab	CRFBP-R2 block	IMP-1 inh	VIM-2 inh	IDE inh
CCOC(=O)c1cnn(-c2nc(-c3ccc(C)cc3)cs2)c1C(F)(F)F	-8	6	0	-2	0	0	2.7	-0.8	1
O=Cc1c(N2CCSCC2)nc2ccccn2c1=O	-6	22	-1	12	-5	-2	-3.0	-3.8	4
O=C1CC(NCc2ccco2)C(=O)N1CCc1ccccc1 (stereo unspecified)	-5	6	6	-5	-6	-3	-2.4	-0.8	7
Cn1c(=O)c(=O)n(C)c2cc(S(=O)(=O)N3CCN(c4cccc(C(F)(F)F)c4)CC3)ccc21	x	-4	2	0	-4	-13	-3.9	-6.0	3
CC1(c2nnc(-c3cccc(Cl)c3)o2)CC(c2cccnc2)=NO1 (stereo unspecified)	-1	x	0	x	x	-5	x	x	2
O=C(NCCO)c1cc2cc(Cl)cc(Cl)c2oc1=O	-5	-4	2	-4	10	-2	-2.8	-2.3	3
CN(C)S(=O)(=O)c1ccc(N2CCCC2=O)c([N+](=O)[O-])c1	-1	5	6	-1	-4	-10	0.9	0.6	7
Cc1cccc(C)c1NC(=S)N(CCN(C)C)C(C)c1ccccn1 (stereo unspecified)	-7	11	-2	-1	-10	-7	-4.5	-2.4	-1
CCOc1cc(C=NNC(=O)c2cccc(S(=O)(=O)N3CCCC3)c2)ccc1O	-1	x	0	x	x	10	x	x	1
COc1cccc(-c2ncc3ccccc3c2COC(=O)N(C)C)c1	-8	x	-6	x	x	-7	x	x	-1
O=C(O)CC(O)C(=O)O (stereo unspecified)	-2	20	5	-2	15	12	-4.2	-2.0	4
CC(=O)C1=C(C)OC(N)=C(C#N)C1c1cccnc1 (stereo unspecified)	-3	17	2	4	11	-9	-0.4	-1.0	-4
COc1ccc(CCNC(=O)CCNC(=O)N2CC(=O)Nc3ccccc32)cc1OC	2	13	4	1	0	6	-2.3	-1.7	6
CC1CCc2nc(NC(=O)CN3CCN(Cc4ccc5c(c4)OCO5)CC3)sc2C1 (stereo unspecified)	-2	4	-1	-60	-8	-15	-3.7	-3.7	2
COc1cccc(-n2c(N)c(C(=O)Nc3c(C)n(C)n(-c4ccccc4)c3=O)c3nc4ccccc4nc32)c1	-3	12	0	38*	-17	7	0.2	2.1	8
COc1cc(C2CC(=O)N(CC(=O)NCc3ccco3)c3ccccc3S2)cc(OC)c1OC (stereo unspecified)	-6	-3	6	13	1	-23	0.7	-0.2	2
O=C(Nc1nccs1)c1cc2c(s1)CCCCC2	-8	12	-3	-8	-6	-8	-2.6	-5.3	-3
CCCCN(CC)C(=O)c1ccc(Cl)c(Cl)c1	1	6	5	-2	-9	-8	2.0	1.3	1
Cc1nc(C)c(C(=O)N2CCCC(CCC(=O)NCc3ccc(F)c(F)c3)C2)s1 (stereo unspecified)	-8	7	4	2	-5	26	-1.0	-0.9	4
Clc1ccc(OCCCCN2CCCCC2)cc1	x	9	5	-18	-1	-30	1.1	-0.1	0
CN(C)CCCN(C(=O)COc1ccc(Cl)cc1)c1nc2cc3c(cc2s1)OCCO3	-3	x	13	x	x	-6	x	x	-2
Cc1cc(C)nc(N/N=C/c2cn[nH]c2-c2ccccc2)n1	6	0	5	-9	-4	-16	-3.9	-2.7	3
Cc1ccc(N=c2c([N+](=O)[O-])nn(-c3ccc(Cl)cc3)n2O)cc1C	-4	7	3	-1	-5	-2	12*	-2.4	0
Cc1ccc(C(=O)Nc2nc(COc3ccccc3)cs2)s1	-8	-5	-3	-63	1	-18	-3.8	-4.2	1
COc1ccc(C(=O)N/N=C(/C)c2cccc(NC(=O)c3ccccc3F)c2)cc1	2	0	-2	7	-32	5	-3.7	-0.2	-3
COc1ccc(C2=NN(C(=O)CSc3nc(=O)n4cccc(C)c4n3)C(c3ccc(C)cc3)C2)cc1 (stereo unspecified)	-2	x	-2	x	x	15	x	x	-3
Cc1nnc(N(Cc2ccco2)C(=O)c2ccc(C#N)cc2)s1	0	-16	3	-8	-4	-22	-2.8	-1.1	1
Cc1ccc(CSc2nnc(-c3cnccn3)n2C)cc1	-4	14	-4	2	-4	-6	-2.8	-1.4	0
COc1cc(NC(=O)c2cc3ccccc3o2)ccc1NC(=O)c1ccco1	-9	14	0	8	-10	10	0.7	-2.5	2
[O-]/C(=C(\C(=S)Nc1cccc2ccccc12)[n+]1ccccc1)c1ccc(OC(F)F)cc1	-5	44	-4	-11	15	-2	1.3	-1.4	x

Overlap with the part before: 4 compounds, followed by the next part.
SMILES	GalR3 antagonist	UBC9 SUMO inh	IDE act	NS3 helicase inh	pCIP destab	CRFBP-R2 block	IMP-1 inh	VIM-2 inh	IDE inh
Cc1nnc(N(Cc2ccco2)C(=O)c2ccc(C#N)cc2)s1	0	-16	3	-8	-4	-22	-2.8	-1.1	1
Cc1ccc(CSc2nnc(-c3cnccn3)n2C)cc1	-4	14	-4	2	-4	-6	-2.8	-1.4	0
COc1cc(NC(=O)c2cc3ccccc3o2)ccc1NC(=O)c1ccco1	-9	14	0	8	-10	10	0.7	-2.5	2
[O-]/C(=C(\C(=S)Nc1cccc2ccccc12)[n+]1ccccc1)c1ccc(OC(F)F)cc1	-5	44	-4	-11	15	-2	1.3	-1.4	x
CCCSc1nnc(NC(=O)Cc2ccc(OC)c(OC)c2)s1	-3	1	5	-1	-3	39	-3.3	-0.4	-6
CN1CCC(N(C)C(=O)COc2ccccc2Cl)CC1	-1	x	2	x	x	-5	x	x	-2
COc1ccc(N(C(=O)c2snc(C(N)=O)c2N)C(C(=O)NC2CCCC2)c2cc(OC)ccc2OC)cc1 (stereo unspecified)	3	-3	2	6	1	-3	-4.6	-1.1	0
Cc1ccc(S(=O)(=O)NN2C(=O)c3ccccc3NC2c2ccccc2F)cc1 (stereo unspecified)	-9	-7	-3	-14	0	9	-2.0	0.7	2
CC(C)(C)NC(=O)c1c(F)c(F)c(F)c(F)c1F	-3	1	-4	14	0	7	-1.9	-0.7	4
CCN(CC)c1ccc(C(=O)NNC(=O)CCl)cc1	1	-3	7	8	12	3	-1.9	0.6	-1
COC(=O)CSc1nc2cc(OC)ccc2cc1C#N	0	-2	0	2	-11	-2	-6.8	-4.7	3
COC(=O)c1ccc(-n2c(CCC(=O)O)ccc2-c2ccccc2)cc1	x	-3	2	4	1	16	-4.2	-0.7	7
O=C(O)/C=C/C(=O)Nc1ccc(Oc2ccccc2)cc1	-5	21	3	-10	-2	6	-1.8	-1.3	5
c1c2c(cc3sc(N4CCCCC4)nc13)OCCO2	1	-12	-1	5	8	9	-2.9	-1.9	3
CCN1C(=NCCCCO)N[C@@H](c2cccc(F)c2)C(C(=O)OC)=C1C	-5	9	4	0	-3	-1	-6.5	-2.3	1
O=C(COC(=O)/C=C/c1ccc(C(F)(F)F)cc1)NC(=O)NCc1ccco1	-6	x	0	x	x	-15	x	x	0
N#Cc1ccc(-c2csc(NNC(=O)c3ccc(Br)cc3)n2)cc1	1	-7	-7	-8	3	-2	0.6	-0.8	-2
Cc1cc(C(=O)COc2ccccc2Cl)c(C)n1-c1ccc2c(c1)OCO2	7	-8	3	12	12	-3	-3.0	-0.3	6
O=C(Cn1cc([N+](=O)[O-])cn1)NCc1ccco1	3	9	2	-4	-7	11	-0.9	-2.4	1
O=[N+]([O-])c1ccccc1-c1ccc(C(=S)N2CCN(c3ccccc3)CC2)o1	-3	37	1	13	0	10	1.4	0.3	4
CC1CC(C)CN(S(=O)(=O)N2CCCC(C(=O)NC(C)c3ccccc3)C2)C1 (stereo unspecified)	-8	1	3	2	3	6	-1.5	-1.8	5
Cc1ccc(NC2(C#N)C(=O)Nc3ccccc32)cc1C (stereo unspecified)	-3	-6	2	-8	9	4	-1.6	1.1	6
COc1ccc2c(CC(=O)O)cc(=O)oc2c1	4	14	6	-8	-5	-10	-2.3	-3.3	5
O=C(NNC(=O)C12CC3CC(CC(O)(C3)C1)C2)c1ccccc1O	0	12	-2	8	-12	-6	-1.4	-0.6	-3
CCN(Cc1ccccc1)C(c1cccc(C#N)c1)c1nnnn1C(C)(C)C (stereo unspecified)	-5	-8	5	-5	20	89*	-4.0	-2.2	7
COC(=O)C1=C(C(=O)OC)[C@@H]2N(C)c3ccccc3[C@@]23C[C@@H](C(=O)OC)N(C(=O)c2cc(C)oc2C)C3=N1	x	2	3	x	-7	-4	x	x	3
O=C(c1ccco1)N1CCCC(N2CCN(c3ccccc3F)CC2)C1 (stereo unspecified)	1	22	4	4	5	10	0.9	-1.9	1
COc1cccc(N2CCN(C(=O)Nc3ccccc3Cl)CC2)c1	-2	1	0	-5	3	3	-1.9	-0.8	3
CCOC(=O)N1CCN(C(=O)c2ccc(N3C(=O)CCC3=O)cc2)CC1	-3	15	4	0	-4	0	-5.0	-2.6	-2
CC1CN(c2ccccc2)NC1=O (stereo unspecified)	-1	-18	-3	2	-4	5	-2.2	5.2	5
CCc1ccc(O)c(-c2cc(C(=O)Nc3cccnc3)[nH]n2)c1	-3	-6	0	2	-2	-17	-5.8	-4.7	-5
C=CCNC(=S)N/N=C(\C)c1cc(OC)c(OC)c(OC)c1	-3	-5	-2	-2	-4	-11	-3.7	-1.5	2
CCN(CC)CCN1C(=O)C(O)=C(C(=O)c2cc3ccccc3o2)C1c1cccnc1 (stereo unspecified)	0	16	-3	-1	-5	14	-0.8	-1.3	3
Cc1ccc(OCCn2ccc(=O)[nH]c2=O)cc1C	0	7	2	5	0	-1	0.1	-0.5	-13
Cc1ccc2nc(SCC(=O)Nc3cccc4ccccc34)nc(=O)n2c1	-4	x	4	x	x	-8	x	x	-9
O=C(Nc1nc(-c2cccnc2)cs1)c1ccccc1F	1	0	8	-4	-1	8	-1.1	-2.7	1
COC(=O)c1ccc(Cn2c(O)c(N=NC(N)=S)c3ccccc32)o1	-5	11	1	-4	-8	5	-3.2	-0.4	-3
COc1ccc(-c2coc3cc(O)c(OC)cc3c2=O)cc1	-3	x	2	x	x	3	x	x	0
O=C(Nc1ccc(Cl)cc1)Nc1ccc(S(=O)(=O)Nc2ncccn2)cc1	-6	16	-2	8	-1	-21	-1.6	-2.0	-5
COc1ccc(-c2csc(N3CCOCC3)n2)cc1OC	-1	9	0	8	-3	21	-2.0	-1.9	-4
COc1ccccc1NS(=O)(=O)c1cccc(NC(=O)c2cncc(Br)c2)c1	-3	x	0	x	x	-61	x	x	0
Cc1cc(C)n(C(=O)CNC(=O)c2ccc(C(C)(C)C)cc2)n1	-8	11	7	6	8	-12	-1.9	-4.1	-1
Cc1nnc(N)nc1C	-3	36	2	2	-8	-2	-2.6	0.6	-8
CCOc1ccc2nc(NC(=O)CSc3nc4c(c(=O)n(C)c(=O)n4C)n3CC)sc2c1	-4	21	x	x	-3	-4	x	x	4
